Assay outcomes deposited in PubChem BioAssay by several laboratories.
PKA-R2B act: activators of PKA-R2B holoenzyme, primary screen, biochemical, fluorescence polarization, Cy5-IP20, human | PKA-R2B holoenzyme dissociation; R2B truncated from residue 108, S112A mutant; 0% DMSO only, 100% 113 µM cGMP | AID 504700, 2011 | cAMP-dependent protein kinase catalytic subunit beta (Homo sapiens) + cAMP-dependent … | hit rate 0.079% among 340,000 | activation, % at 11.4 µM;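 active = activation above a cutoff set at the mean over all compounds plus 3 SD, cut at about 18% in these data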;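 note: higher means more holoenzyme dissociation and a rise in polarization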
Target sequence (P31323 whole entry, looked up, other chains not shown, the tested form may be a part): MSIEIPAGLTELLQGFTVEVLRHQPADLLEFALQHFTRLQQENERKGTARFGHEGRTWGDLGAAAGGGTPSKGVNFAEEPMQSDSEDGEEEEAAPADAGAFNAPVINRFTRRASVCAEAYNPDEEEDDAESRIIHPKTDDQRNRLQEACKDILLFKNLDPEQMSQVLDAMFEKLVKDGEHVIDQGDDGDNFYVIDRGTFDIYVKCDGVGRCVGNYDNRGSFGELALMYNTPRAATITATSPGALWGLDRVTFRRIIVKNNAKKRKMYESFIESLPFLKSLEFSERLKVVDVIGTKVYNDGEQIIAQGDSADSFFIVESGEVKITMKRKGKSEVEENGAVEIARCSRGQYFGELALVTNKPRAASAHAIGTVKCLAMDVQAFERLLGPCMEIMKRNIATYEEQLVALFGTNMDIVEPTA
CDK5 inh: inhibitors of human CDK5/p35 kinase, primary screen, biochemical, single concentration; Cyclin-dependent kinase 5 (Homo sapiens) + Cyclin-dependent kinase 5 activator 1 (Homo …; Recombinant CDK5/p35, ADP-Glo luminescence, 60 min; inhibition, % at 10 µM; hit rate 0.01% among 330,000; AID 488839, 2010;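 active = highest replicate inhibition of at least 50% and at least 75% of replicates reaching 50%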;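 note: plate controls were DMSO neutral control for no effect and GW8510 at 10 µM for full effect; many of its hits are not listed in these tables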
SUMO Mot1 rescue: yeast Mot1-301 growth rescue at high temperature, primary screen, SUMOylation pathway inhibitor project, S. cerevisiae, ATP luminescence, 38.5C. growth rescue, % at 18.8 µM. AID 2716, 2010. S. cerevisiae Mot1-301 growth rescue; percent above DMSO median, 100 means doubled. hit rate 1% among 320,000;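 active = every valid replicate shows activation above 250% relative to neutral control wells; inactive = the rest, any valid replicate at or below 250%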;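 note: OY570 slx delta 5 strain wells were the positive control but not used for scaling; some compounds called inactive have numbers as strong as hits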
PKA-R1A act: activators of PKA-R1A holoenzyme, primary screen, biochemical, fluorescence polarization, Cy5-IP20, bovine R1A, mouse PKAc. cAMP-dependent protein kinase type I-alpha regulatory subunit (Bos taurus) + …. PKA-R1A dissociation; scaled: DMSO 0%, 113 µM cGMP 100%. activation, % at 11.4 µM. hit rate 0.083% among 340,000;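 active = percent activation above the mean of all tested compounds plus 3 SD, cut at about 19% in these data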;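 note: higher means more PKAc released from R1A so a rise in polarization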
NSD2 inh: NSD2 histone methyltransferase inhibitors, primary screen, biochemical, AlphaScreen, single concentration, set 2. Histone-lysine N-methyltransferase NSD2 (Homo sapiens), O96028. NSD2 peptide methylation, 120 min. inhibition, % at 12.5 µM. hit rate 0.54% among 310,000. AID 743445, 2014; in the data active = inhibition above about 50%
dFosB activator: activators of delta FosB homodimer, primary screen, biochemical, fluorescence polarization, TAMRA-CDK5 oligo, single point | Protein FosB (Mus musculus), P13346 | activation, % at 25 µM | hit rate 0.99% among 340,000 | purified delta FosB; percent of positive-control signal above neutral wells;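 active = mean activation above about 17%, with every replicate also reaching it, limit read from the data, passing the limit was not always enough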;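 note: fluorescence polarization rise as delta FosB binds a TAMRA Cdk5 AP-1 oligo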
Target sequence (P13346 whole entry, looked up): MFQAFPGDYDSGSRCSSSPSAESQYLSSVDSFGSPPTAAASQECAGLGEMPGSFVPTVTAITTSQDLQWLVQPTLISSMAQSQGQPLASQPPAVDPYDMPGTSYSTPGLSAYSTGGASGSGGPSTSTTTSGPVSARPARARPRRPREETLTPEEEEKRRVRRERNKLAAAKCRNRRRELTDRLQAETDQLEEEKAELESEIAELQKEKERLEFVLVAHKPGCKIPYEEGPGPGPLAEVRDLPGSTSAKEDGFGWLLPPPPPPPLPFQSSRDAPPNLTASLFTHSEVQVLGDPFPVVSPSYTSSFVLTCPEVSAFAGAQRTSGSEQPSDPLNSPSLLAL
DSG3 Ab inh: inhibitors of pemphigus antibody binding to DSG3, primary screen, biochemical, bead-based, flow cytometry, scFv-GFP | DSG3-coupled beads, scFv-anti-DSG3-GFP binding; hits give low values | binding (percent of control), % at 10 µM | AID 588358, 2011 | hit rate 0.48% among 310,000 | Desmoglein-3 (Homo sapiens), P32926;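 active = binding more than 3 SD below its plate's average and above zero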;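 note: hits lower antibody fragment binding to DSG3; some compounds called inactive have numbers as strong as hits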
SR-BI HDL uptake: inhibitors of SR-BI mediated HDL lipid uptake, primary screen, ldlA[mSR-BI] cells, fluorescence, single point. ldlA[mSR-BI] CHO cells, DiI-HDL uptake fluorescence, 3 h. inhibition, % at 12.5 µM. hit rate 0.96% among 320,000. AID 488896, 2010;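 active = mean replicate inhibition of at least 70% and a set share of replicates each scoring 70 or more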;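 note: 0% = median of neutral control wells and 100% = median of positive control wells; values of inactives mirror those of a sister screen read the other way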
Arrestin-AP2 inh: inhibitors of beta-arrestin/AP2 binding, primary screen, biochemical, GPCR trafficking, flow cytometry; beta-arrestin 1 C-terminal peptide binding to AP2 beta2-adaptin appendage (human); FITC-arrestin peptide / GST-AP2 beads; AP2 beta2 appendage carries R879A mutation; inhibition, % at 10 µM; hit rate 0.31% among 340,000; AID 504490, 2011;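 active = inhibition above a set limit, near 3 SD of compounds lacking own fluorescence, cut at about 54% in these data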;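 note: plate controls were DMSO wells for no effect and 5 µM unlabelled arrestin peptide for full effect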
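Test system: GST-tagged AP2 beta2-adaptin appendage (R879A) on 4 µm glutathione beads; also added: fluorescein-tagged arrestin peptide at 50 nM final; timing: 12 min plus 1 h, RT; signal: flow cytometry, FL1 (488/535 nm); read-out: percent drop in bead-associated FITC signal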
SR-BI uptake up: activators of SR-BI mediated DiI-HDL uptake, primary screen, ldlA[mSR-BI] CHO cells, DiI fluorescence. 3 h; 100 = double the neutral-control signal. activation, % at 12.5 µM. hit rate 0.096% among 320,000. AID 504775, 2011;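 active = mean replicate activation of at least 60% and every replicate at or above 60%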;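 note: 0% = median plate neutral-control signal and 100% = twice that signal; values of inactives mirror those of a sister screen read the other way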
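Test system: SR-BI-overexpressing, LDLR-lacking CHO cells. Measured by: DiI fluorescence, bottom read. Medium: Ham's F12 with 0.5% BSA, HEPES 25 mM, pH 7.4. Timing: 3 h uptake period with compound, 37 °C.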
MITF TRPM1 HTS: activators of MITF-driven TRPM1 promoter reporter, primary screen, cell-based, SK-MEL-5, luciferase, single point; SK-MEL-5 TRPM1-promoter luciferase, 24 h; % of positive control, neutral wells = 0; activation, % at 12.5 µM; hit rate 0.75% among 300,000; AID 588334, 2011;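 active = mean activation of at least 80% with every replicate also reaching 80%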;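 note: 0% = neutral control wells and 100% = parthenolide positive control wells; values of inactives mirror those of a sister screen read the other way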
* = called active by the depositor; nt = no result given. Rows are unselected. Share with any hit: about 4.7%.

SMILES | PKA-R2B act | CDK5 inh | SUMO Mot1 rescue | PKA-R1A act | NSD2 inh | dFosB activator | DSG3 Ab inh | SR-BI HDL uptake | Arrestin-AP2 inh | SR-BI uptake up | MITF TRPM1 HTS
O=C(NCc1ccc(Cl)cc1)C(=O)NCC(c1ccco1)N1CCOCC1 (stereo not drawn) | -2 | -5.5 | 451 | -8 | 0 | 1 | 100 | 11 | -1 | -11 | -9
O=C(Nc1ccc(Cl)cc1)OCc1cc(-c2ccccc2)on1 | -1 | 1.4 | 0 | -1 | -3 | -9 | 109 | -9 | -18 | 9 | 13
Cc1ccc(-c2cc(C(F)(F)F)n3nc(C(=O)Nc4ccon4)cc3n2)cc1C | -4 | 1.7 | -6 | -5 | -1 | -4 | 97 | -2 | 0 | 2 | -1
CN(C)S(=O)(=O)c1cc(NC(=O)COC(=O)CCc2ccccc2)ccc1Cl | -5 | -1.2 | -10 | -2 | 17 | -12 | 115 | -11 | -6 | 11 | -10
O=C1c2ccc(Oc3ccc([N+](=O)[O-])cc3)cc2C(=O)N1c1ccncc1 | -7 | -0.1 | -6 | 0 | 10 | -5 | 102 | -12 | nt | 12 | -3
COc1ccc(NC(=O)Nc2cccc3c2O[C@H](CN(C)C(=O)NC2CCCCC2)[C@@H](C)CN([C@H](C)CO)C3=O)cc1 | -12 | -0.8 | -4 | -1 | nt | 6 | 104 | -3 | -2 | 3 | 3
CC(=O)Nc1ccc(NS(=O)(=O)c2ccccc2)cc1 | -12 | -4.0 | nt | -2 | -6 | -1 | 97 | 3 | -26 | -3 | 2
Cc1ccc(-c2nc3cc(NS(=O)(=O)c4ccc(C)cc4)ccc3o2)cc1 | -1 | 0.0 | -12 | -8 | -1 | -6 | 99 | -5 | -8 | 5 | 24
CCOc1ccc2nc(SCc3ccc(OC)cc3)sc2c1 | -7 | 0.5 | 8 | -5 | -3 | -2 | 103 | -20 | 38 | 20 | 21
COCC(=O)NC1CCN(S(=O)(=O)c2cccc(C(C)=O)c2)CC1 | -6 | -2.0 | 247 | -1 | 0 | -11 | 107 | -3 | 20 | 3 | -13
CCOC(=O)NC(=O)CSc1nnc(C)s1 | -4 | 0.2 | 0 | 1 | -6 | -9 | 118 | 0 | -3 | 0 | -11
CCOC(=O)Nc1ccc2c(CN3CCC(C(=O)OC)CC3)cc(=O)oc2c1 | 0 | -0.9 | -4 | -13 | -1 | -11 | 110 | -1 | -11 | 1 | -8
CC(C)(CC(=O)O)CC(=O)N1CCCN(c2nccc(C(F)(F)F)n2)CC1 | -15 | 0.6 | 293 | -1 | 1 | 0 | 95 | 12 | 9 | -12 | -2
Cc1cccc(NC(=O)c2ccc(N3C(=O)C4CCCCC4C3=O)cc2)c1C (stereo not drawn) | -4 | 0.4 | -5 | -7 | -2 | -8 | 100 | 8 | 44 | -8 | -7
Nc1c(-c2ccc(Cl)cc2)cnn1C1CCS(=O)(=O)C1 (stereo not drawn) | -7 | 0.2 | nt | -7 | -3 | -3 | 103 | -3 | 1 | 3 | -12
Cc1ccc(OCC(=O)N/N=C/C=C/c2ccco2)cc1 | -8 | -0.6 | -6 | -20 | nt | -12 | 102 | -10 | 15 | 10 | 10
NC(=O)C1Cc2ccccc2CN1S(=O)(=O)c1cccs1 (stereo not drawn) | -9 | 1.8 | 758 | -1 | -2 | -4 | 103 | 3 | -4 | -3 | 6
COc1ccc(S(=O)(=O)NCC(=O)Nc2cccc(C)c2C)cc1OC | 3 | -2.4 | -6 | -5 | -2 | -3 | 106 | 16 | -9 | -16 | -7
O=C(Cn1nc(C(=O)O)c2ccccc2c1=O)Nc1cc(S(=O)(=O)N2CCCCC2)ccc1Cl | -5 | 1.1 | -24 | -7 | 0 | -11 | nt | 17 | 11 | -17 | 3
O=C(CSc1nnc(Cc2cccs2)n1Cc1ccco1)Nc1ccc(Br)cc1 | -1 | -0.1 | 6 | 7 | 2 | -8 | 104 | -14 | 24 | 14 | 2

Retrieved one by one from above:
SMILES | PKA-R2B act | CDK5 inh | SUMO Mot1 rescue | PKA-R1A act | NSD2 inh | dFosB activator | DSG3 Ab inh | SR-BI HDL uptake | Arrestin-AP2 inh | SR-BI uptake up | MITF TRPM1 HTS
Cc1ccc(-c2cc(C(F)(F)F)n3nc(C(=O)Nc4ccon4)cc3n2)cc1C | -4 | 1.7 | -6 | -5 | -1 | -4 | 97 | -2 | 0 | 2 | -1
Cc1ccc(OCC(=O)N/N=C/C=C/c2ccco2)cc1 | -8 | -0.6 | -6 | -20 | nt | -12 | 102 | -10 | 15 | 10 | 10
CCOC(=O)NC(=O)CSc1nnc(C)s1 | -4 | 0.2 | 0 | 1 | -6 | -9 | 118 | 0 | -3 | 0 | -11

Of the compounds above, these contain a furan ring, fused or not.
SMILES | PKA-R2B act | CDK5 inh | SUMO Mot1 rescue | PKA-R1A act | NSD2 inh | dFosB activator | DSG3 Ab inh | SR-BI HDL uptake | Arrestin-AP2 inh | SR-BI uptake up | MITF TRPM1 HTS
O=C(NCc1ccc(Cl)cc1)C(=O)NCC(c1ccco1)N1CCOCC1 (stereo not drawn) | -2 | -5.5 | 451 | -8 | 0 | 1 | 100 | 11 | -1 | -11 | -9
Cc1ccc(OCC(=O)N/N=C/C=C/c2ccco2)cc1 | -8 | -0.6 | -6 | -20 | nt | -12 | 102 | -10 | 15 | 10 | 10
O=C(CSc1nnc(Cc2cccs2)n1Cc1ccco1)Nc1ccc(Br)cc1 | -1 | -0.1 | 6 | 7 | 2 | -8 | 104 | -14 | 24 | 14 | 2

The list continues:
SMILES | PKA-R2B act | CDK5 inh | SUMO Mot1 rescue | PKA-R1A act | NSD2 inh | dFosB activator | DSG3 Ab inh | SR-BI HDL uptake | Arrestin-AP2 inh | SR-BI uptake up | MITF TRPM1 HTS
CCOc1ccc(Cc2nnc(SCC(=O)Nc3ccc(C(C)=O)cc3)[nH]c2=O)cc1 | 9 | 0.4 | -1 | 14 | 1 | 2 | 108 | -30 | -3 | 30 | 14
C=C(C)Cn1c(C)cc(C)c(S(=O)(=O)c2cccc(C)c2)c1=O | -13 | -7.7 | -12 | -9 | -2 | -9 | 103 | -1 | -4 | 1 | 16
NS(=O)(=O)c1ccc(NC(=O)CSc2n[nH]c(=O)n2C2CC2)cc1 | -3 | -3.9 | 2 | -10 | -1 | -3 | 107 | -19 | 4 | 19 | 1
COC(=O)C1CCN(C(=O)COC(=O)c2cc(S(=O)(=O)N3CCOCC3)ccc2C)CC1 | -10 | 1.2 | 3 | -13 | 10 | -5 | nt | 33 | 26 | -33 | 5
Cc1cc(C)cc(OCCCCn2cncn2)c1 | 5 | 0.4 | -10 | 0 | 0 | -6 | 99 | 4 | 23 | -4 | nt
CCCN1c2cccc3cccc(c23)S1(=O)=O | 2 | 0.8 | -18 | -4 | 4 | -8 | 99 | -11 | 2 | 11 | -2
COc1ccc(OCC(=O)NCCNC(=O)c2ccccn2)cc1 | -10 | -3.9 | -11 | -5 | -1 | -4 | 114 | -7 | 7 | 7 | 1
O=C(/C=C/c1ccc([N+](=O)[O-])cc1)NCc1ccccn1 | -8 | -1.6 | -14 | -8 | -2 | 0 | 109 | -12 | 0 | 12 | -5
Cc1cccc(-n2[nH]c(C)c(C=Nc3ccc4[nH]c(=O)[nH]c4c3)c2=O)c1 | -9 | 1.2 | -7 | -2 | -1 | 3 | 105 | -8 | 30 | 8 | -14
COc1cc(CCC(=O)Nc2ccc(Cl)c(C(F)(F)F)c2)cc(OC)c1OC | -12 | 0.4 | -6 | -7 | nt | -6 | 101 | 12 | -1 | -12 | -6
Cc1ccc(S(=O)(=O)NC(=O)c2cccn2C)cc1 | 1 | 0.3 | -10 | -7 | -3 | -3 | 105 | -8 | -3 | 8 | -12
CCOC(=O)COc1c(-c2ccc(OC)cc2)oc2ccccc2c1=O | -11 | 0.5 | 0 | 3 | 1 | -33 | nt | 13 | 6 | -13 | 3
O=C(O)COc1ccc(Nc2ccccc2)cc1 | 1 | 0.4 | 5 | -13 | 11 | -1 | 104 | -11 | 4 | 11 | -2
COC(=O)C1=C(CSc2nnnn2C)NC(=O)NC1c1cc(C)ccc1C (stereo not drawn) | -2 | 0.9 | 12 | 4 | nt | -6 | 102 | -8 | 3 | 8 | 4
CCN(CC)CCNc1ccc(Cl)cc1[N+](=O)[O-] | 4 | -1.2 | -30 | -8 | 28 | 5 | 101 | 9 | 24 | -9 | 4
Cc1ccc(C)c(S(=O)(=O)N/N=C/c2ccc(C(=O)O)cc2)c1 | -6 | 0.8 | -20 | -5 | -3 | -1 | 96 | -22 | 1 | 22 | 4
COc1ccc(OC)c(/C=N/NC(=O)CCc2c(C)n[nH]c2C)c1 | -9 | -0.8 | -12 | 10 | -3 | 0 | 119 | 13 | -3 | -13 | nt
CCOc1ccc(NC(=O)C(=O)N/N=C/c2ccccc2F)cc1 | -7 | 2.2 | 3 | -6 | -2 | 4 | 98 | 27 | -6 | -27 | -5
CN(CC(=O)Nc1cccc(F)c1)C(=O)c1ccc2c(c1)NC(=O)CS2 | -2 | 0.8 | 0 | -1 | 0 | -3 | 101 | -24 | -3 | 24 | 1
O=C(COc1ccccc1)Nc1sc2c(c1C(=O)NCc1cccnc1)CCCC2 | 0 | -0.1 | -18 | 1 | 3 | 14 | 120 | 24 | 23 | -24 | -17
S=c1[nH]nc(Cn2nnc3ccccc32)n1-c1ccc(Cl)cc1 | -6 | -2.2 | -5 | 2 | -12 | -2 | 103 | -3 | 7 | 3 | -2
